MOR-DOR inv ag: inverse agonist of human OPRM1-OPRD1 heterodimerization. P35372+P41143. cell-based MOR-DOR heterodimer luminescence, inverse agonism. inhibition, % at 9.3 µM. 340,000 tested, 0.21% active; in the data active means inhibition above about 22%, passing the limit was not always enough;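 further: 0% = cells with DMSO and 100% = wells without cells with DMSO; values of inactives mirror those of a sister screen read the other way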
Target sequence (P35372 whole entry, looked up): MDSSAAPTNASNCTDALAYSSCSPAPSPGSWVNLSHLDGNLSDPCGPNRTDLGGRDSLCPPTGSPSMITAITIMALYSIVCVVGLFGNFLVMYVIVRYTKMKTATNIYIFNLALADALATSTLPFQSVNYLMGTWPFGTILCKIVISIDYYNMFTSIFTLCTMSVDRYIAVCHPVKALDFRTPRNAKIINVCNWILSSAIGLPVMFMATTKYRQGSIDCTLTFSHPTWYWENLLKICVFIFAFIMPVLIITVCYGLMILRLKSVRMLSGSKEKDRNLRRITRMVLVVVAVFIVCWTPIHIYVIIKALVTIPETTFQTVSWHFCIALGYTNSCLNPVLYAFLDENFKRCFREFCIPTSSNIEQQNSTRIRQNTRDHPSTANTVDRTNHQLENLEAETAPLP
Target sequence (P41143 whole entry, looked up): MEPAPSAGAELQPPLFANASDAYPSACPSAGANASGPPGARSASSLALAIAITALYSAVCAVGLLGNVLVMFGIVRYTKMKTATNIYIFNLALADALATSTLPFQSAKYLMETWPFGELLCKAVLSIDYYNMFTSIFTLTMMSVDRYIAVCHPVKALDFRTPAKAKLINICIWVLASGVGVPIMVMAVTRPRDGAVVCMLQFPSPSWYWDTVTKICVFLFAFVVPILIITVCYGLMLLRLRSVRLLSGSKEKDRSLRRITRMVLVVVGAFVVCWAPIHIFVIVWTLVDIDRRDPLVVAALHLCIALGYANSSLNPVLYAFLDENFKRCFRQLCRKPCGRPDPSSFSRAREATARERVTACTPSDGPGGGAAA
OPRM1-OPRD1 ag: agonists of human mu-delta opioid receptor heterodimerization. 340,000 tested, 0.3% active. AID 504326. activation, % at 9.3 µM. cells, OPRM1-OPRD1 heterodimerization, luminescence. P35372+P41143; in the data active means activation above about 18%;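 further: 0% = vehicle-treated cells and 100% = reference agonist; values of inactives mirror those of a sister screen read the other way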
DSG3 Ab inh: blocks pemphigus antibody binding to human desmoglein-3. AID 588358. P32926. 310,000 tested, 0.48% active. binding (percent of control), % at 10 µM. DSG3-coupled beads, scFv-anti-DSG3-GFP binding, flow cytometry; hits give low values;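 active means binding more than 3 SD below its plate's average and above zero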;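 further: hits lower antibody fragment binding to DSG3; some compounds called inactive have numbers as strong as hits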
Mot1-301 SUMO: inhibitors of SUMOylation pathway: yeast Mot1-301 growth rescue; S. cerevisiae Mot1-301 growth rescue, ATP luminescence, 38.5C; percent above DMSO median, 100 means doubled; growth rescue, % at 18.8 µM; 320,000 tested, 1% active; AID 2716;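 active means every valid replicate shows activation above 250% relative to neutral control wells; inactive means the rest, any valid replicate at or below 250%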;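 further: OY570 slx delta 5 strain wells were the positive control but not used for scaling; some compounds called inactive have numbers as strong as hits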
PKA-R1A activ: activators of PKA-R1A complex | PKA-R1A dissociation, Cy5-IP20 fluorescence polarization; scaled: DMSO 0%, 113 µM cGMP 100% | activation, % at 11.4 µM | 340,000 tested, 0.083% active;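 active means percent activation above the mean of all tested compounds plus 3 SD, cut at about 19% in these data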;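 further: higher means more PKAc released from R1A so a rise in polarization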
Tat transport: inhibitors of E. coli Tat protein transport. 340,000 tested, 0.036% active. E. coli MC4100 TorA-mCherry Tat export, fluorescence. inhibition, % at 10 µM. AID 488895;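 active means mean replicate inhibition at least 50% and at least half of replicates individually reaching 50%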;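 further: exported cargo escapes ClpAP degradation while cytoplasmic cargo is degraded and loses fluorescence; 0% = median of neutral control wells and 100% = median of NaSCN control wells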
phage Ecoli inh: E. coli growth loss with phage present; growth absorbance; inhibition, % at 11.9 µM; 360,000 tested, 0.26% active; in the data active means inhibition above about 11%
PfHsp90 set2: inhibits growth of yeast expressing Plasmodium falciparum Hsp90 | S. cerevisiae expressing PfHsp90, BacTiter-Glo ATP, 48 h; yeast lacking PDR1 and PDR3 efflux regulators | AID 504621 | 310,000 tested, 0.32% active | inhibition, % at 9.4 µM;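 active means every replicate shows inhibition above about 80%, whatever the replicate mean, limit read from the data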;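 further: 0% = DMSO neutral controls and 100% = 20 µM radicicol positive controls; yeast relying on Plasmodium falciparum Hsp90 in place of its own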
Ecoli viability: bacterial growth inhibition, counter-screen for AddAB inhibitors. E. coli V3065 growth, OD600 absorbance, 18 h. inhibition, % at 11.9 µM. 330,000 tested, 0.27% active. AID 449728;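 active means inhibition above the campaign's mean inhibition across all tested compounds plus 3 SD, cut at about 9.9% in these data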;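 further: uninfected addAB+ strain grown without phage in ampicillin broth; 0% = DMSO wells and 100% = ciprofloxacin 0.95 µg/ml wells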
Arrestin-AP2 inh: human beta-arrestin and AP2 interaction inhibition; FITC-arrestin peptide / GST-AP2 beads, flow cytometry; AP2 beta2 appendage carries R879A mutation; inhibition, % at 10 µM; 340,000 tested, 0.31% active; AID 504490;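 active means inhibition above a set limit, near 3 SD of compounds lacking own fluorescence, cut at about 54% in these data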;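 further: plate controls were DMSO wells for no effect and 5 µM unlabelled arrestin peptide for full effect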
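System: GST-tagged AP2 beta2-adaptin appendage (R879A) on 4 µm glutathione beads / Reagent: FITC-arrestin peptide, 50 nM / Detection: HyperCyt-sampled flow cytometry, FL1 channel, ex 488/em 535 nm / Timing: 12 min plus 1 h, RT / Buffer or medium: PBS plus Tween 20 (0.05%) and BSA (0.1%)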
AddAB inh: less growth of phage-infected E. coli with AddAB; E. coli expressing H. pylori AddAB, absorbance growth; inhibition, % at 11.9 µM; AID 435030; 330,000 tested, 0.29% active; in the data active means inhibition above about 12%;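 further: 0% = vehicle wells of infected cells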
Starred values were filed as active, the others as inactive; . = not tested or not shown. Hits appear at their usual frequency; overall some 2.8% were active at least once.

Compound,MOR-DOR inv ag,OPRM1-OPRD1 ag,DSG3 Ab inh,Mot1-301 SUMO,PKA-R1A activ,Tat transport,phage Ecoli inh,PfHsp90 set2,Ecoli viability,Arrestin-AP2 inh,AddAB inh
COc1ccc(OC)c(C2NC(=O)NC(C)=C2C(=O)Nc2ccc(C)cc2)c1 (stereo not drawn),8,-1.5,103,-11,4,-3,0.9,-8,2.1,-2,1.7
Cc1ccc(N2N=C(c3ccc(F)cc3)CC2c2ccco2)cc1 (stereo not drawn),-21,4.5,98,16,5,5,2.1,4,1.7,14,1.3
CC1CN(c2nc(Nc3ccccc3F)nc(N)c2[N+](=O)[O-])CC(C)O1 (stereo not drawn),6,-1.4,100,-13,9,7,1.1,-12,-1.8,-15,-0.1
Cc1cccc(CN2CCCC(C(=O)Nc3ccccc3Oc3cccnc3)C2)c1 (stereo not drawn),5,-0.9,103,-7,-1,3,2.4,4,2.5,23,4.8
O=C(Nc1ccc(C(=O)NC2CCCCC2)cc1)c1cccnc1,-4,0.9,121,283,-4,8,1.6,.,0.8,-10,0.4
Cc1cc(C(F)F)n2ncc(C(=O)NCc3ccccc3)c2n1,17,-3.2,.,.,-2,-5,1.6,-2,1.4,3,1.9
COCc1cc(=O)n2[nH]c(N)nc2n1,16,-3.2,99,8,-10,-2,-0.2,1,-0.5,6,-0.2
COc1cc(C(=O)n2nc(C)cc2C)cc(OC)c1OC,3,-0.7,.,-10,-7,-10,2.9,.,-0.1,-5,-3.6
COC(=O)c1ccc(NC(=O)CN2CCN(CC#N)CC2)cc1,5,-1.0,100,206,2,9,0.6,18,-2.0,7,-0.6
Cn1c(SCC(=O)NC2CC2)nnc1-c1ccco1,9,-1.5,.,-8,2,1,2.7,10,0.9,31,0.3
COc1ccc(CNC(=O)c2ccc[nH]2)cc1,12,-2.4,102,.,3,0,6.0,-4,1.8,-10,1.4
O=C(CSc1ccc(Cl)cc1)Nn1cnnc1,3,-0.4,.,2,0,-16,1.6,-16,-1.1,0,1.0
C=CCN(C(C)=O)C1CC(=O)N(c2ccc(OCCC)cc2)C1=O (stereo not drawn),12,-2.5,94,12,-18,3,1.6,19,-0.9,0,0.6
O=C(NCc1cccs1)c1ccc(N2CCCCC2)nc1,12,-2.1,101,-6,-4,-3,0.5,-2,-0.2,6,3.0
Cc1ccc2nc(SCc3ccc([N+](=O)[O-])cc3)[nH]c2c1,-15,2.8,99,-1,2,4,0.6,-5,-1.2,6,-1.6

The last 3 entries of the part above open the next one.
Compound,MOR-DOR inv ag,OPRM1-OPRD1 ag,DSG3 Ab inh,Mot1-301 SUMO,PKA-R1A activ,Tat transport,phage Ecoli inh,PfHsp90 set2,Ecoli viability,Arrestin-AP2 inh,AddAB inh
C=CCN(C(C)=O)C1CC(=O)N(c2ccc(OCCC)cc2)C1=O (stereo not drawn),12,-2.5,94,12,-18,3,1.6,19,-0.9,0,0.6
O=C(NCc1cccs1)c1ccc(N2CCCCC2)nc1,12,-2.1,101,-6,-4,-3,0.5,-2,-0.2,6,3.0
Cc1ccc2nc(SCc3ccc([N+](=O)[O-])cc3)[nH]c2c1,-15,2.8,99,-1,2,4,0.6,-5,-1.2,6,-1.6
O=C(NC1CCCC1)c1cnc2n(c1=O)CCS2,2,-0.4,113,118,-9,-6,2.5,-24,0.6,13,1.4
Cc1ccnc(N2CCC(C(=O)NNC(=O)c3ccccc3C)CC2)n1,6,-1.1,103,-7,-12,-1,1.1,-17,-0.6,-13,1.8
COc1cccc(CSc2nc3ccccc3[nH]2)c1,-8,1.3,81,0,-2,-3,3.8,-31,-0.3,-2,-0.8
COc1ccc(N2CC(C(=O)N3CCOCC3)CC2=O)cc1 (stereo not drawn),6,-0.8,.,-1,-13,2,2.2,-35,-1.1,-11,2.6
Cc1cc(C)c(S(=O)(=O)N2CCN(C(=O)c3ccc(-n4nc(C)c(Cl)c4C)cc3)CC2)c(C)c1,-3,0.8,105,.,-12,3,1.2,.,.,-4,.
COc1ccc(-n2nc([N+](=O)[O-])c(=NCCCN3CCCC3=O)n2O)cc1,-16,3.2,89,5,-3,0,1.4,-3,4.0,1,5.9
COCCNc1nc2nonc2nc1N1CCC(N(C)C)C1 (stereo not drawn),2,-0.3,100,-24,-8,-8,1.3,-10,-3.6,5,2.0
CCCCOC(=O)CCc1c(C)[nH]c(=S)[nH]c1=O,-7,1.3,103,3,9,-8,4.2,-3,1.1,9,1.1
CCOc1ccc(C(=O)Nc2cccc(SC)c2)cc1,-2,0.5,91,-2,-8,10,5.9,-22,3.5,11,2.6
CCN(CC(=O)Nc1ccc(NC(C)=O)cc1)C(=O)c1ccc(=O)[nH]c1,16,-3.0,102,-11,7,-3,0.7,14,-1.1,18,2.6
Cc1ccc(C(=O)N/C(=C\c2cn(C)c3ccccc23)C(=O)OCCN(C)C)cc1,15,-3.0,.,4,-3,7,2.3,4,-0.5,-6,-0.1
O=C(NCC(=O)N(CCN1CCOCC1)C(C(=O)NC1CCCC1)c1cccs1)c1ccco1 (stereo not drawn),10,-1.7,100,-5,-11,-1,1.2,17,-0.1,-1,1.2
COCCn1cnnc1SCC(=O)Nc1ccc(N2CCCCC2)cc1,13,-3.5,.,15,4,-4,5.6,18,1.2,-22,0.6
CCn1c(C(Cc2ccccc2)NC(=O)COC)nc2ccccc21 (stereo not drawn),-4,0.7,96,-6,6,-7,3.0,7,0.8,14,-0.7
CC(C)(C)OC(=O)N1CCOCCOCCNCCOCCOCC1,8,-1.4,97,8,0,-4,3.3,8,0.2,3,2.7
CCOc1ccc(C2=Nc3ccccc3C(c3ccc(N4CCOCC4)cc3)=NN2)cc1,8,-1.6,.,-16,-8,6,4.8,.,-0.8,3,2.9
Cc1cc(C)cc(C(=O)Nc2ccncc2)c1,6,-1.2,114,190,-6,-3,0.8,-8,0.6,3,1.2
CCOc1ccc(/C=C(/C#N)c2nnc(N3CCOCC3)n2-c2ccccc2)cc1OC,8,-1.6,126,.,-4,-7,1.8,19,.,-8,.
Cc1ccc(Sc2ncccc2N)cc1,.,.,111,-29,.,.,2.5,.,0.2,5,1.2
Cn1c(CN2CCCCC2)nc2cc(NS(=O)(=O)c3ccc(Cl)cc3)ccc21,-11,1.8,101,1,-8,1,1.4,15,0.9,-3,1.6
COC(=O)C1CCCN1S(=O)(=O)c1ccc([N+](=O)[O-])cc1 (stereo not drawn),-3,0.6,90,-4,-5,0,0.2,-12,-2.6,5,3.2
Cc1cccc(NC(=O)CSc2nnc(CSc3nc(C)cc(C)n3)n2Cc2ccco2)c1,-14,2.3,.,-11,-4,-9,0.8,.,-3.7,12,2.2
CCN(CC)CCCN1C(=O)C(=O)/C(=C(/O)c2ccc(OC)cc2)C1c1ccco1 (stereo not drawn),3,-0.5,101,-20,1,1,1.4,-28,-0.3,6,-1.4
O=C(COC(=O)c1cncc(Br)c1)Nc1ccc(N2CCCCC2)cc1,-6,1.5,112,10,-11,7,2.5,-1,1.1,3,1.2
Cc1ccc(-c2csc(=S)n2CC(=O)OCC(=O)NCc2ccco2)cc1,-3,0.7,102,-2,-2,5,-0.6,.,1.1,6,1.4
Cc1onc(-c2ccccc2Cl)c1C(=O)N1CCN(c2ccc(F)cc2)CC1,15,-2.8,110,-22,7,-4,-2.0,8,0.3,6,2.7
Cc1ccc(CCNC(=O)CNS(=O)(=O)c2ccc3nc(C)sc3c2)cc1,9,-1.7,99,-5,-4,5,0.2,8,-2.2,30,2.4
CC(=O)Cc1nsc(NC(=O)c2cn(-c3ccccc3)nc2-c2ccc(Br)cc2)n1,14,-3.1,100,.,-2,0,3.1,-13,-2.7,30,2.3
Nc1nc(SCc2cccnc2)c2ncn(C3OC(CO)C(O)C3O)c2n1 (stereo not drawn),8,-1.5,91,.,6,-1,2.9,.,.,20,.
CCCC(C)NC(=O)c1cc(C(=O)OC)cc([N+](=O)[O-])c1 (stereo not drawn),8,-1.6,98,-16,5,-5,3.2,-6,0.7,36,2.1
CCn1c2ccccc2c2cc(NC(=O)C(C)OC(=O)c3ccc(NC(=O)CC#N)cc3)ccc21 (stereo not drawn),-5,1.2,94,11,-12,0,1.1,-11,0.7,0,-0.1
CSc1c(C#N)sc(=S)n1-c1ccc(C)cc1,7,-1.4,98,-10,1,4,5.6,-9,0.5,6,2.2
CC(OC(=O)c1ccccc1Br)C(=O)Nc1nc(-c2cccc([N+](=O)[O-])c2)cs1 (stereo not drawn),-7,1.1,98,-8,-12,-3,2.6,-21,0.4,-2,5.4
COc1ccc(CCNc2ncnc3[nH]ncc23)cc1OC,-6,1.3,112,-24,-4,-5,1.8,-2,1.9,-2,2.9

From PubChem
